BRCA1 expr act = BRCA1 expression activation; 380,000 compounds, 1.1% hits; Potency, µM (highest dose often 46.1 µM), for the others: top-dose activation, usual class: activators; AID 624202; MCF7-BRCA1-FFLuc reporter, luminescence, 48 h; response scale: scaled: vehicle 0%, 10 µM genistein 100%; further: potency means the concentration at half of the fitted maximal effect; nearly all actives have a fitted effect of over 80% in size; some results filed as inactive show a strong effect at the top dose
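48 h compound treatment of MCF7-BRCA1-FFLuc cells (phenol-red free MEM, 37 °C), then 15 min with luciferase substrate and luminescence imaging.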
TRPV1 ag = human TRPV1 agonism | TRPV1-expressing cells, Fluo-8 calcium influx, agonist mode | AID 540275 | 320,000 compounds, 0.19% hits | activation, % at 8.33 µM | Q8NER1; in the data active means activation above about 80%; inconclusive means between about 30% and that limit; further: 0% is about no effect
Target sequence (Q8NER1 whole entry, looked up): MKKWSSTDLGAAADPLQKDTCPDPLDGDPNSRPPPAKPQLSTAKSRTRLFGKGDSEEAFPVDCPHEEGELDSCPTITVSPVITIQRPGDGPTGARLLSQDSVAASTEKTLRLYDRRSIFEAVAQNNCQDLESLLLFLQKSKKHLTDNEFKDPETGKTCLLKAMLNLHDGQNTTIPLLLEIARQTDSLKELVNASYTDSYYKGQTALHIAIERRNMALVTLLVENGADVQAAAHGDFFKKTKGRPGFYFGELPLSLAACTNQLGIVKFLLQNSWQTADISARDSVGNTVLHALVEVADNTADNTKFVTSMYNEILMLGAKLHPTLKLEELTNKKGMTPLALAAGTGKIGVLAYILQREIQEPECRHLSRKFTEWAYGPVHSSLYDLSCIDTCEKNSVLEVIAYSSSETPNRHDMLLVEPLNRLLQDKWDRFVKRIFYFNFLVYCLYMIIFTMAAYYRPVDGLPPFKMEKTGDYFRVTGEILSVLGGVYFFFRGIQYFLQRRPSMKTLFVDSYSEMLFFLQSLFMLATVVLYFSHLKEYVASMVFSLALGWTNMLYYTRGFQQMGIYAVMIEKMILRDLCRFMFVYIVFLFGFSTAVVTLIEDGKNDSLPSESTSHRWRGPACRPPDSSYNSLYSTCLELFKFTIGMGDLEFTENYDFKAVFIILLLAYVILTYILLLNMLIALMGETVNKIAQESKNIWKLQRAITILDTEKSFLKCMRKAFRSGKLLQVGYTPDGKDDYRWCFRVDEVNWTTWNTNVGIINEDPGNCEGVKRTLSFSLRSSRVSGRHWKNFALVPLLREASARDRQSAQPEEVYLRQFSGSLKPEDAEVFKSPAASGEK
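Cells expressing TRPV1 were dye-loaded with Fluo-8 and read kinetically: 10 s baseline, 3 min after compound (agonist portion), then 2 min after EC20 capsaicin (allosteric enhancer portion). Calcium-bound dye fluorescence at 480/520 nm.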
uPA generation = inhibitors of cell surface uPA generation; 330,000 compounds, 0.31% hits; cell surface uPA generation assay, qHTS; Potency, µM (top dose mostly 38.3 µM), for inactives: top-dose activity change, negative = inhibition, most hits filed as inhibitors; active means well fitted inhibition curve with a large enough effect; inconclusive means small, poorly fitted or top-dose-only effect; inactive means no such curve, though single readings can be large or run the other way; tested in mouse RAW 264.7 cells; further: potency means the concentration at half of the fitted maximal effect; on the % scale 0 is the no-effect control and ±100 the full control effect; nearly all actives have a fitted effect of over 55% in size
Eya2 inh = inhibitors of human Eya2 phosphatase activity; O00167; recombinant Eya2, OMFP fluorescence dephosphorylation (OMFP is methylfluorescein phosphate); Potency, µM (highest dose often 76.9 µM), inactives show top-dose activity, negative = inhibition, hits mostly inhibitors; 330,000 compounds, 0.006% hits; further: potency means the concentration at half of the fitted maximal effect; on the % scale 0 is the no-effect control and ±100 the full control effect
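Eya2 (0.2 uM) preincubated 10 min at ambient with compound, then OMFP substrate added at 50 uM; 10 min reaction in 50 mM HEPES pH 7.5, 50 mM NaCl, 5 uM MgCl2, 0.05% BSA, 1 mM DTT. Fluorescence read at Ex 485/Em 525 nm.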
B2AR arrestin = recruits beta-arrestin to the human beta2-adrenergic receptor; P07550; beta-arrestin recruitment to beta2AR, cell-based reporter; Potency, µM (highest dose often 46.1 µM), without a hit: at the highest dose activation, actives largely listed as activators; 330,000 compounds, 0.02% hits;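 further: potency means the concentration at half of the fitted maximal effect; 0% = DMSO controls and full agonism = EC100 isoproterenol or metaproterenol; nearly all actives have a fitted effect of over 65% in size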
TSG101-PTAP inh = blocks PTAP/TSG101 interaction to inhibit HIV-1 budding | Q99816 | 340,000 tested, under 10 active | Fluorescence polarization, FITC-PTAP peptide / Tsg101 binding | Potency, µM (series often up to 115 µM), for inactives: top-dose activity change, negative = inhibition, hits mostly inhibitors | AID 493005; active means well fitted inhibition curve with a large enough effect in the main read-out, with a control signal flat, not every such curve was filed as active; inconclusive means small, poorly fitted or top-dose-only effect, or effect the other way, or a change in a side signal; inactive means no such curve, though single readings can be large or run the other way; further: potency means the concentration at half of the fitted maximal effect; % of control where 0% means no effect
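Fluorescence polarization binding of Tsg101 binding domain (10 uM final) to FITC-labeled PTAP peptide (50 nM final) in HEPES pH 7.5 buffer with NaCl, Tween 20, EDTA, TCEP. Compounds added before peptide; binding 20 min at RT.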
ASM inhibitor = inhibitors of human secretory acid sphingomyelinase. placental ASM, HMU-PC fluorogenic substrate, 60 min. Potency, µM (top dose mostly 57.5 µM), for inactives: at the top dose activity change, negative = inhibition, most hits filed as inhibitors. 340,000 compounds, 0.006% hits; further: potency means the concentration at half of the fitted maximal effect
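Fluorescence read-out (Ex 386 nm, Em 447 nm) after stopping the reaction at pH 10. Enzyme: ASM from human placenta; substrate HMU-PC0, 9 uM final; 60 min, 37 °C. Compound preincubation 10 min, ambient temperature.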
ELG1 genotoxic = genotoxicity induction in ELG1-luciferase HEK293T cells; HEK293T ELG1-luciferase reporter, luminescence, 16 h; 330,000 compounds, 1.3% hits; Potency, µM (series often up to 46 µM), for the others: top-dose activity change, positive = activation, actives largely listed as activators; further: potency means the concentration at half of the fitted maximal effect; % of control where 0% means no effect; nearly all actives have a fitted effect of over 60% in size
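Cells (2,000/well) expressing the ELG1-luciferase fusion are dosed by pin tool and kept 16 hr at 37 °C, 5% CO2. Signal comes from ONE-Glo luciferase reagent after 30 min at room temperature.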
Integrin act MD = activates integrin-mediated alleviation for muscular dystrophy; 350,000 compounds, 0.064% hits; alpha7betagal myoblasts, beta-gal FDG fluorescence, 48 h; Potency, µM (series often up to 38.3 µM), without a hit: top-dose activation, hits mostly activators;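 further: potency means the concentration at half of the fitted maximal effect; 100% = response of the positive control SU9516; nearly all actives have a fitted effect of over 60% in size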
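Alpha7betagal+/- myoblasts (passage 13) were plated 16-24 hr, then exposed to compounds (1:260 dilution of DMSO stock) for 48 hours at 37C. After MPER lysis, β-galactosidase reporter activity was read as FDG fluorescence (ex 480/em 540) after 30 minutes.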
p53 reactivation = mutant p53 re-activation in reporter cells. 320,000 compounds, 0.063% hits. Potency, µM (series often up to 92.2 µM), inactives show at the top dose activity change, positive = activation, hits mostly activators. H1299 p53-A138V BP100-luciferase reporter, luminescence, 24 h; further: potency means the concentration at half of the fitted maximal effect; % of control where 0% means no effect; nearly all actives have a fitted effect of over 45% in size
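H1299 (p53-null), stable ts p53-A138V + BP100-Luc; 1000 cells/well, Opti-MEM/10% FBS; cpd 4 pt, 1:5; 24 h, 37 deg C, 5% CO2; detection reagent 10 min RT; luminescence.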
USP2a inh = USP2a (human) protease inhibition | AID 463254 | 330,000 compounds, 0.01% hits | USP2 core, Ub-CHOP2 coupled fluorogenic reporter, 485/531 | Potency, µM (doses to about 38.3 µM), for inactives: at the top dose activity change, negative = inhibition, most hits filed as inhibitors;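 further: potency means the concentration at half of the fitted maximal effect; plate controls were DMSO wells for no effect and full inhibition by NEM control for full effect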
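Cell-free coupled assay: 10nM USP2 core preincubated 30min RT with compound in Tris-HCl pH 8.0/CaCl2/CHAPS buffer, then 25nM Ub-CHOP2 and 25nM reporter substrate; fluorescence (Ex 485/Em 531) read after 60min RT, normalized to NEM inhibition, concentration-response curves fitted.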
* = called active by the depositor; ? = inconclusive; / = not tested or not shown; [ ] = remark or other dose. Unless noted, the call rests on the fitted dose curve; in most records, active means well fitted curve in the direction sought with a large enough effect; inconclusive means small, poorly fitted or top-dose-only effect, or another doubt; inactive means no such curve, though single readings can be large; an effect the other way counts as inactive or inconclusive. Compounds as they come; overall some 2.6% were active at least once.

SMILES | BRCA1 expr act | TRPV1 ag | uPA generation | Eya2 inh | B2AR arrestin | TSG101-PTAP inh | ASM inhibitor | ELG1 genotoxic | Integrin act MD | p53 reactivation | USP2a inh
CCc1nnc(NS(=O)(=O)c2ccc(NC(=O)c3ccccc3OC)cc2)s1 | 6% | -3 | 3% | -1% | 0.5% | 1% | 2% | 0%[9.26 µM] | 6% | -3% | 3%
Brc1ccc(-c2cn3cccnc3n2)cc1 | 3.5µM* | ? | -2% | 9% | 5.6% | 0% | 106%[activator] | 2.9µM* | 20% | ? | 6%
COc1ccccc1OCCCCN1CCN(c2ccccc2OC)CC1 | -28% | 3 | 5% | -6% | -0.1% | -2% | 0% | -3% | -22% | -7% | -8%
COCCNC(=S)N1C2CCC1CC(NC(=O)NC13CC4CC(CC(C4)C1)C3)C2 (centres undefined) | -1% | 1 | 5% | -3% | 0.9% | 2% | 3% | 1% | -18% | 2% | 2%
COc1cc(NS(=O)(=O)c2ccc(NC(=S)NC(=O)c3ccc(F)c(F)c3)cc2)nc(OC)n1 | -1% | -2 | 6% | 2% | 0.0% | -1% | -16% | 3% | 6% | 0% | 2%
CN1CCN(c2nc(-c3ccccn3)nc3ccccc23)CC1 | -68% | 0 | / | 7% | -0.1% | -5% | 1% | -11% | -42% | -6% | 0%
CCN(CCCNC(=O)c1ccc2c(c1)NC(=O)CN2C)c1cccc(C)c1 | -78% | 1 | -22% | -2% | 0.0% | -4% | 6% | -4% | -23% | -23% | 5%
COc1ccc(N=Cc2c[nH][nH]c2=O)cc1 | 1% | -1 | -8% | -2% | 0.2% | -6% | 2% | 3% | 5% | 16% | 1%
CCCSc1ncccc1C(=O)O | 4% | 0 | 2% | -1% | -0.4% | -11% | 1% | -1% | -5% | -2% | -1%
CC(C)c1ccc(NC(=O)CN2C(=O)NC(C)(C3CC3)C2=O)cc1 (centres undefined) | 3% | 4 | 1% | 12% | 0.0% | -2% | -1% | 6% | -16% | 6% | 3%
Cc1ccc(CN2CC(C(=O)Nc3ccccc3N3CCCC3)CC2=O)cc1 (centres undefined) | -6% | 9 | 7% | 20% | 0.1% | -1% | 2% | -1% | 10% | -5% | 2%
O=C(CN(c1ccc(F)cc1)S(=O)(=O)c1ccccc1)N1CCOCC1 | -11% | / | 2% | / | / | 0% | 3% | / | 27% | / | /
CCC(=O)Nc1cc(C)c(OC)c(C)c1 | -9% | 1 | 5% | 3% | -0.2% | -1% | 2% | 0% | 12% | -1% | 0%
Cc1ccc(CSCC(=O)Nc2ccccc2F)cc1 | 0% | 21 | 2% | 2% | 0.1% | -3% | 1% | ? | -17% | 4% | 2%
O=C(Cn1c2c(sc1=O)C1c3ccccc3OCC1CS2)Nc1ccc(Cl)c(Cl)c1 (centres undefined) | -42% | 22 | 7% | 4% | -0.4% | -11% | -3% | -2% | 18% | 15% | -1%
Cc1cc(N2CCOCC2)nc(C(C)C)n1 | 3% | 0 | -9% | 9% | -0.2% | 0% | 5% | 6% | -15% | -3% | 1%
O=C(CSc1nnc(-c2cccs2)n1-c1ccccc1)Nc1ccccc1 | 1% | 0 | 0% | -4% | 0.2% | 1% | 0% | ? | 2% | 0% | -1%
O=C(NCc1ccc(Cl)s1)C1CCC(=O)N(CCc2cccc(F)c2)C1 (centres undefined) | 3% | 11 | 0% | 5% | -0.1% | -6% | -1% | -3% | 14% | -2% | 4%
O=C(NCCc1ccco1)C(=O)NCCC1CCCCN1S(=O)(=O)c1ccccc1 (centres undefined) | -18% | 15 | -5% | 1% | 0.2% | 0% | 0% | -3% | -21% | -6% | -2%
Cc1cccc(NC(=O)CNC(=O)CSc2nc(N)cc(N)n2)c1C | -1% | 0 | -2% | -3% | -0.2% | -7% | -1% | 1% | -21% | -5% | 2%
CC(C)(C)NC(=O)C1CC(=O)OC12CCCCC2 (centres undefined) | 15% | -1 | -1% | -2% | -1.1% | -2% | 4% | 0% | -4% | -2% | 1%
CC1CCCCC1NCC(=O)Nc1ccccc1C(=O)Nc1ccccc1 (centres undefined) | -5% | / | 2% | -17% | -0.5% | -4% | 1% | -6% | 1% | 8% | 5%
O=C(NCCO)C1CCN(C(=O)c2ccc(-c3ccccc3)cc2)CC1 | 4% | -2 | -3% | -6% | 0.3% | 0% | 7% | 3% | -45%[inhibitor] | -3% | 0%
CN(Cc1cccs1)C(=O)c1ccc(S(=O)(=O)NCc2ccco2)cc1 | -12% | 3 | -5% | 3% | -0.3% | -3% | 4% | 0% | ? | -3% | -1%
COc1ccc(S(=O)(=O)N2CCC(C(=O)N3CCCC3)CC2)cc1 | -29% | -2 | 8% | 17%[15.4 µM] | 0.5% | -4% | 3% | -2% | -20% | -1% | 3%
CCOCC(=O)Nc1c(C(=O)Nc2ccc(OC)cc2OC)oc2ccccc12 | 4% | 2 | / | -7% | 0.2% | -3% | 235%[activator] | 15% | 5% | 11% | 3%
O=C(CCc1ccccc1)OCC(=O)c1cccc([N+](=O)[O-])c1 | -3% | 8 | -1% | -6% | 0.3% | -1% | 0% | 0% | -8% | 4% | 2%
CCOC(=O)CC1C(=O)NCCN1C(=O)c1c(Cl)cccc1Cl (centres undefined) | -15% | -1 | -4% | -1% | 0.3% | -9% | 4% | 2% | 0% | 14% | -7%
Nc1ccc(SCCN2C(=O)c3ccccc3C2=O)cc1 | 33% | 2 | 0% | 12% | -0.4% | -9% | 0% | ? | -21% | ? | 5%
Cc1ccc(/C(O)=C/C(=O)C(=O)NC23CC4CC(CC(C4)C2)C3)cc1 | -20% | 1 | 8% | 4% | -0.4% | -1% | 9% | 6% | 19% | -3% | 0%
CCn1c(SCc2ccccc2)nc2cc(S(N)(=O)=O)ccc21 | -29% | ? | 0% | 10% | -0.2% | -1% | -3% | -1% | -2% | -4% | -1%
CC(C)c1ccc(NC(=O)Cn2ncc3ccccc32)cc1 | 10µM* | 7 | -20% | 1% | 1.0% | -6% | -4% | ? | 4% | ? | 1%
CCOC(=O)C[C@H]1c2cc(C(F)(F)F)ccc2S(=O)(=O)N1Cc1ccccc1 | -9% | / | -28% | / | / | -4% | -5% | / | -8% | / | /
c1cnc(-c2noc(CN3CCN(C4C5CC6CC(C5)CC4C6)CC3)n2)cn1 (centres undefined) | -12% | 1 | -13% | 0% | 0.0% | 4% | 2% | 0% | 20% | -1% | 2%
COc1ccc(N2CCN(CC(=O)Nc3c(C)cc(C)cc3C)CC2)cc1 | -11% | 1 | -1% | -5% | -0.7% | -3% | 2% | 0% | -3%[7.66 µM] | -8% | -2%
COc1c(C)cc(Br)cc1C(=O)Nc1ccc(S(N)(=O)=O)cc1 | -6% | 15 | 1% | 5% | 0.1% | 0% | 0% | 4% | 7% | 1% | 4%
COc1ccc(C(=O)COC(=O)c2cccs2)cc1 | 13µM* | / | -6% | -5% | -0.3% | -4% | 0% | ? | 4% | ? | 6%
Cc1ccc(Nc2c(-c3cccnc3)nc3ccc(Br)cn23)cc1 | 5% | 12 | 8% | 8% | 0.1% | -7% | -1% | -1% | 9% | 5% | 1%
CC1Oc2ccccc2N(CC(=O)c2ccccc2)C1=O (centres undefined) | 19% | -2 | / | -7% | -0.6% | -4% | -2% | 3% | 16%[7.66 µM] | ? | -4%
CC1CC(C)CN(C(=O)CSc2nnc3ccccn23)C1 (centres undefined) | 16% | / | -7% | -9% | 0.5% | -1% | 0% | 1% | 33% | 5% | 3%
CCOC(=O)CCSc1nc(C)c2cc(C)c(C)cc2n1 | 22% | 2 | 1% | -10% | 0.0% | -5% | -3% | 0% | -16% | ? | 1%
CN(CC(=O)Nc1ccc(Cl)c(C(F)(F)F)c1)C(=O)C1CCC1 | -15% | 24 | 19% | 2% | -0.1% | -1% | / | 1% | 0% | 6% | 1%
CCCCOC(=O)C(C#N)c1nc2ccccc2nc1N1CCN(Cc2ccc3c(c2)OCO3)CC1 (centres undefined) | -23% | 0 | -7% | 18% | 0.3% | -11% | 12% | -1% | 8% | 0% | -1%
O=C(O)c1ccccc1SCc1cn2cc(Br)ccc2n1 | -4% | -1 | -6% | 12% | 0.1% | -3% | -3% | ? | 59% | 1% | 9%
CCOc1cc(/C=N/NS(=O)(=O)c2ccccc2)ccc1OS(=O)(=O)c1ccc(C)cc1 | -16% | -1 | -1% | 9% | 0.3% | -6% | -6% | -2% | -19% | -1% | -8%

Screening data from PubChem BioAssay.
